NTR1 agonist: agonists of NTR1, primary screen, imaging, U2OS cells, beta-arrestin-GFP, high content (AID 493036); P30989; NTR1-U2OS beta-arrestin-GFP spot imaging, agonist mode; activation, % at 20 µM; actives 0.17% (n = 330,000);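 active = activation at or above 40% of the spot to cytoplasm intensity ratio, with at least 20 cells analyzed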;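 note: 0% = DMSO without peptide and 100% = 100 nM NTR1 peptide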
Target sequence (P30989 whole entry, looked up): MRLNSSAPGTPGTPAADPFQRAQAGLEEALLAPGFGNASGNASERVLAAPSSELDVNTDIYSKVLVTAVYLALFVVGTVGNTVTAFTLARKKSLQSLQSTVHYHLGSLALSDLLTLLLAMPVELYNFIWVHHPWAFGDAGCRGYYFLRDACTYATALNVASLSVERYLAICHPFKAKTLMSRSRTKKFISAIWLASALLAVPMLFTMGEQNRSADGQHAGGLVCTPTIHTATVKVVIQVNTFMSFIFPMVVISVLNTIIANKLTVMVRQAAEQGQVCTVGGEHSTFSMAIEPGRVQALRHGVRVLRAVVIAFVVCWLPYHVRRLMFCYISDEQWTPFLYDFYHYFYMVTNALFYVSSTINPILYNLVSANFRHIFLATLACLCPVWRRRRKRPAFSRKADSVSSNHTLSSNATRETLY
TNAP activation fold: stimulation of alkaline phosphatase TNAP activity – biochemical, luminescent, no phosphate acceptor, uHTS, primary screen (AID 1001); purified TNAP, luminescent activation assay, no phosphate acceptor; higher activation fold means a stronger effect; one-dose activation fold at 20 µM; EC50 in µM for titrated hits; actives 0.03% (n = 200,000); in the data active = activation fold from about 3, or a potency from the dose series; inactive = the rest, 99 in 100 with activation fold below about 1.6; note: many of its hits are not listed in these tables
NOD2 inhibition: inhibition of NOD2-driven NF-kB reporter – cell-based, luminescence, uHTS, HEK293 (AID 1566); HEK293 NOD2/NF-kB luciferase reporter, luminescence; higher % means a stronger effect; one-dose inhibition, % at 4 µM; EC50 in µM for titrated hits; actives 0.63% (n = 290,000); note: many of its hits are not listed in these tables
NOD1 inhibition: NOD1 signaling inhibitors, primary screen, cell-based, luminescence, uHTS (AID 1578); NOD1-driven NF-kB luciferase reporter cells, luminescence; higher % means a stronger effect; inhibition, % at 4 µM; hits with a dose series show EC50 in µM; actives 1% (n = 290,000); in the data active = inhibition mostly above about 36%, no sharp cut-off; inactive = mostly below about 34%;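 note: HEK-293T reporter cells stimulated with the NOD1 agonist gamma-tri-DAP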
Yfh1-off respiration: enhancers of respiration in Yfh1-depleted yeast, dose response, Friedreich's ataxia, plus single-dose screen (AID 1465) | S. cerevisiae Yfh1-off respiration, WST-1 reduction, 72 h; higher fold induction means a stronger effect | one-dose fold induction at 50 µM; EC50 in µM for titrated hits | actives 0.074% (n = 220,000);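 active = fold induction of absorbance versus untreated yeast above a set limit, then at least 30% activation at any dose in follow-up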;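 note: activators that raise dye reduction in frataxin-depleted yeast; strong numbers were not always called active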
KOR beta-arrestin-1: KOR agonists, beta-arrestin recruitment, primary screen, cell-based, luminescence, uHTS (AID 1777) | KOR beta-arrestin recruitment, luminescence; higher % means a stronger effect | one-dose activation, % at 10 µM; EC50 in µM for titrated hits | actives 0.02% (n = 280,000); in the data active = activation above about 50%, passing the limit was not always enough; note: a part of the inactive calls stands beside numbers as strong as those of hits
GPR55 beta-arrestin: selective activators of receptor GPR55 – imaging, U2OS cells, beta-arrestin-GFP redistribution, primary screen (AID 1961); activation, % at 10 µM, or EC50 in µM where a hit was titrated; U2OS GPR55 beta-arrestin-GFP redistribution imaging; higher % means a stronger effect; actives 0.048% (n = 290,000);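 active = activation above 40% with more than 50 cells counted in the well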;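 note: U2OS osteosarcoma cells stably expressing GPR55 and beta-arrestin-GFP; plate controls were DMSO negative control for no effect and LPI positive control for full effect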
ER stress rescue: rescue of cells from ER stress-induced death, primary screen, 384-well, CSM14.1, thapsigargin, ATP luminescence (AID 1222) | CSM14.1 thapsigargin-induced death rescue, ATP luminescence; higher % means a stronger effect | 190,000 tested, under 10 active | cellular ATP content (survival), % at 20 µM; hits with a dose series show EC50 in µM;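 active = EC50 below 50 µM in the dose-response confirmation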;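 note: death triggered by thapsigargin at about 15 µM added after 2 h compound pretreatment; cell ATP read after overnight thapsigargin exposure of roughly 18 to 22 hours; normalized against plate controls of thapsigargin alone and 5% DMSO vehicle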
KOR beta-arrestin-2: kappa opioid receptor blockers – cell-based, luminescence, uHTS (AID 1778) | KOR beta-arrestin recruitment, luminescence, antagonist mode; higher % means a stronger effect | actives 0.091% (n = 290,000) | inhibition, % at 10 µM, or IC50 in µM where a hit was titrated; note: strong numbers were not always called active
NTR1 agonist cell count 20 µM: also measured in NTR1 agonist; calls as there; cell count; measured here: cell count, cytotoxicity flag
The depositor's hits bear a star; [ ] = remark or other dose. Cut-off read from the data, not from the text of the source, unless noted: active = inhibition above about 50%; inactive = the rest. An excerpt (hit frequency here may not be typical).

Results for O=C(COc1ccc2ccc(=O)oc2c1)NC1CCN(Cc2ccccc2)CC1 ?
NTR1 agonist: -1.3; NOD2 inhibition: 0.6%; NOD1 inhibition: -10.6%; KOR beta-arrestin-1: 12.7%; GPR55 beta-arrestin: 0.0%; KOR beta-arrestin-2: -16.0%; NTR1 agonist cell count 20 µM: 55

How did COc1ccc(CNCCSc2nnnn2C)c(OC)c1OC do in these assays?
NTR1 agonist: 2.1; TNAP activation fold: 1.1; NOD2 inhibition: 10.2%; NOD1 inhibition: -26.7%; Yfh1-off respiration: inactive; GPR55 beta-arrestin: 0.4%; ER stress rescue: -1.6%; KOR beta-arrestin-2: -14.4%[20 µM]; NTR1 agonist cell count 20 µM: 62

How did COC(=O)[C@@H](NC(=O)O[C@@H]1C(=O)c2ccc(OC)cc2O[C@H]1c1cccc(C(F)(F)F)c1)C(C)C do in these assays?
NTR1 agonist: 9.7; TNAP activation fold: 1.1; NOD2 inhibition: -4.1%; NOD1 inhibition: -24.5%; KOR beta-arrestin-1: -0.5%; GPR55 beta-arrestin: 0.0%; ER stress rescue: 3.0%; KOR beta-arrestin-2: -15.2%; NTR1 agonist cell count 20 µM: 92

Results for Cc1nnc2ccc(N3CCC4(CC3)OCCO4)nn12 ?
NTR1 agonist: 1.3; TNAP activation fold: 1; NOD2 inhibition: 7.5%; NOD1 inhibition: -13.1%; Yfh1-off respiration: inactive; KOR beta-arrestin-1: -0.7%; GPR55 beta-arrestin: -0.5%; ER stress rescue: 2.2%; KOR beta-arrestin-2: -26.7%; NTR1 agonist cell count 20 µM: 65

How did O=C(O)CC(NNC(=O)c1ccccc1)C(=O)Nc1ccc([N+](=O)[O-])cc1 (configuration not stated) do in these assays?
NTR1 agonist: -0.6; NOD2 inhibition: 26.7%; NOD1 inhibition: 8.3%; Yfh1-off respiration: inactive; KOR beta-arrestin-1: 8.3%; GPR55 beta-arrestin: -0.1%; KOR beta-arrestin-2: -11.7%; NTR1 agonist cell count 20 µM: 50

How did Cc1ccc(S(=O)(=O)N(CC(=O)N2CCCCCC2)c2ccccc2)cc1 do in these assays?
NTR1 agonist: 0.9; TNAP activation fold: 1; NOD2 inhibition: -7.1%; NOD1 inhibition: -12.3%; Yfh1-off respiration: inactive; KOR beta-arrestin-1: 5.4%; GPR55 beta-arrestin: -0.1%; ER stress rescue: 1.9%; KOR beta-arrestin-2: -1.0%; NTR1 agonist cell count 20 µM: 68

What do the screens show for `CCOC(=O)C1CCCN(C(=O)C2CCN(c3nnc(-n4cccc4)s3)CC2)C1` (configuration not stated)?
NTR1 agonist: -0.4; TNAP activation fold: 0.9; NOD2 inhibition: 2.9%; NOD1 inhibition: -13.0%; Yfh1-off respiration: inactive; KOR beta-arrestin-1: 1.5%; GPR55 beta-arrestin: -0.1%; KOR beta-arrestin-2: -11.6%; NTR1 agonist cell count 20 µM: 81

How did Cc1n[nH]c(C)c1S(=O)(=O)N1CCCC(C(=O)NCc2cccs2)C1 (configuration not stated) do in these assays?
NTR1 agonist: 0.1; TNAP activation fold: 0.6; NOD2 inhibition: 4.3%; NOD1 inhibition: -8.9%; Yfh1-off respiration: inactive; KOR beta-arrestin-1: -1.7%; GPR55 beta-arrestin: -0.1%; ER stress rescue: -0.7%; KOR beta-arrestin-2: -8.7%; NTR1 agonist cell count 20 µM: 54

Results for O=C1c2ccccc2NC(c2c(Cl)cccc2Cl)N1Cc1ccccc1 (configuration not stated) ?
NTR1 agonist: 4.9; TNAP activation fold: 1.1; NOD2 inhibition: -4.2%; Yfh1-off respiration: inactive; KOR beta-arrestin-1: 8.5%; GPR55 beta-arrestin: -0.3%; ER stress rescue: -2.4%; KOR beta-arrestin-2: -64.2%; NTR1 agonist cell count 20 µM: 53

Results for CC(=O)NC(=S)Nc1ccc(NC(=O)c2cccs2)cc1 ?
NTR1 agonist: 2.5; TNAP activation fold: 1.1; NOD2 inhibition: -27.3%; NOD1 inhibition: -46.1%; Yfh1-off respiration: inactive; KOR beta-arrestin-1: -0.5%; GPR55 beta-arrestin: -0.6%; ER stress rescue: -0.6%; KOR beta-arrestin-2: 24.8%; NTR1 agonist cell count 20 µM: 54

How did COc1ccccc1C1=NOC(Cn2c(NCCCO)nc3c2c(=O)n(C)c(=O)n3C)C1 (configuration not stated) do in these assays?
NTR1 agonist: 0.7; NOD2 inhibition: 23.2%; NOD1 inhibition: -0.2%; Yfh1-off respiration: inactive; KOR beta-arrestin-1: 1.5%; GPR55 beta-arrestin: -0.1%; KOR beta-arrestin-2: 15.7%; NTR1 agonist cell count 20 µM: 36

Results for OCCOc1ccc(CN2CCN(CCCc3ccccc3)C(CCO)C2)cc1 (configuration not stated) ?
NTR1 agonist: -0.3; NOD2 inhibition: -19.7%; NOD1 inhibition: -16.1%; KOR beta-arrestin-1: -0.7%; GPR55 beta-arrestin: 0.3%; KOR beta-arrestin-2: -31.0%; NTR1 agonist cell count 20 µM: 55

What do the screens show for `COc1ccccc1-c1nc2s/c(=C\c3cccs3)c(=O)n2n1`?
NTR1 agonist: 2.5; TNAP activation fold: 0.5; NOD2 inhibition: 11.5%; NOD1 inhibition: -14.3%; Yfh1-off respiration: inactive; KOR beta-arrestin-1: 2.6%; GPR55 beta-arrestin: 0.0%; ER stress rescue: 0.4%; KOR beta-arrestin-2: 30.7%; NTR1 agonist cell count 20 µM: 74

What do the screens show for `Cc1nc2ccccc2c(=O)n1NC(=O)c1cc(Br)ccc1Cl`?
NTR1 agonist: 0.3; NOD2 inhibition: 1.8%; NOD1 inhibition: -1.2%; Yfh1-off respiration: inactive; KOR beta-arrestin-1: 1.4%; GPR55 beta-arrestin: -0.1%; KOR beta-arrestin-2: 9.5%; NTR1 agonist cell count 20 µM: 55

How did O=P(Cc1cc[n+]([O-])cc1)(c1ccccc1)c1ccccc1 do in these assays?
NTR1 agonist: -0.1; TNAP activation fold: 1.1; NOD2 inhibition: 11.8%; NOD1 inhibition: 0.2%; Yfh1-off respiration: inactive; KOR beta-arrestin-1: 0.9%; GPR55 beta-arrestin: 0.0%; ER stress rescue: -1.8%; KOR beta-arrestin-2: -20.7%; NTR1 agonist cell count 20 µM: 46

How did COC(=O)c1ccc(COc2ccccc2/C=C(\C#N)C(=O)Nc2ccc(C)cc2)cc1 do in these assays?
NTR1 agonist: 19.3; TNAP activation fold: 1.2; NOD2 inhibition: -53.1%; NOD1 inhibition: -29.2%; Yfh1-off respiration: inactive; KOR beta-arrestin-1: 46.0%; GPR55 beta-arrestin: -0.2%; ER stress rescue: -2.7%; KOR beta-arrestin-2: -195.9%; NTR1 agonist cell count 20 µM: 27

What do the screens show for `CCC(C)(C(=O)NC1CCCCC1)N(C(=O)C1CCC(=O)N1)c1ccccc1` (configuration not stated)?
NTR1 agonist: -1.3; TNAP activation fold: 1.1; NOD2 inhibition: 10.7%; NOD1 inhibition: -1.6%; Yfh1-off respiration: inactive; KOR beta-arrestin-1: 1.7%; GPR55 beta-arrestin: -0.1%; ER stress rescue: -0.7%; KOR beta-arrestin-2: 5.8%; NTR1 agonist cell count 20 µM: 69

Results for CC1S/C(=C(\C#N)C(N)=O)N(c2ccc(F)cc2)C1=O (configuration not stated) ?
NTR1 agonist: -0.3; TNAP activation fold: 1.1; NOD2 inhibition: 1.2%; NOD1 inhibition: -13.0%; Yfh1-off respiration: inactive; KOR beta-arrestin-1: -1.2%; GPR55 beta-arrestin: -0.2%; ER stress rescue: -0.7%; KOR beta-arrestin-2: -10.9%; NTR1 agonist cell count 20 µM: 99

What do the screens show for `CCOC(=O)Cc1csc(NS(=O)(=O)c2ccc(SC)cc2)n1`?
NTR1 agonist: 0.8; TNAP activation fold: 1.1; NOD2 inhibition: -6.9%; NOD1 inhibition: -20.0%; Yfh1-off respiration: inactive; KOR beta-arrestin-1: -1.2%; GPR55 beta-arrestin: 0.2%; ER stress rescue: -2.0%; KOR beta-arrestin-2: -11.7%; NTR1 agonist cell count 20 µM: 56

What do the screens show for `CCC(C)(C)NC(=O)C(c1ccc(OC)cc1)N(C(=O)CCC(=O)Nc1cc(C)on1)c1ccc(OC)cc1OC` (configuration not stated)?
NTR1 agonist: 0.4; NOD2 inhibition: -7.2%; NOD1 inhibition: -8.8%; KOR beta-arrestin-1: -2.4%; GPR55 beta-arrestin: 0.0%; KOR beta-arrestin-2: -20.1%; NTR1 agonist cell count 20 µM: 52

How did CCc1ccc(CN(C(=O)c2cc3ccccc3oc2=O)C2CCS(=O)(=O)C2)cc1 (configuration not stated) do in these assays?
NTR1 agonist: -0.4; TNAP activation fold: 1.1; NOD2 inhibition: -70.3%; NOD1 inhibition: -0.8%; Yfh1-off respiration: inactive; KOR beta-arrestin-1: 1.5%; GPR55 beta-arrestin: 0.0%; ER stress rescue: 2.0%; KOR beta-arrestin-2: -26.4%; NTR1 agonist cell count 20 µM: 68

Results for CN(C(=O)CSc1nnc(-c2ccncc2)n1C)C1CCS(=O)(=O)C1 (configuration not stated) ?
NTR1 agonist: 0.6; TNAP activation fold: 1.1; NOD2 inhibition: 8.6%; NOD1 inhibition: -3.1%; Yfh1-off respiration: inactive; KOR beta-arrestin-1: -8.4%; GPR55 beta-arrestin: 0.3%; ER stress rescue: -0.8%; KOR beta-arrestin-2: 11.8%; NTR1 agonist cell count 20 µM: 60

Results for COc1ccccc1Cn1c(=S)[nH]c2cc(C(=O)N3CCN(c4ccccc4OC)CC3)ccc2c1=O ?
NTR1 agonist: 3.8; NOD2 inhibition: 11.6%; NOD1 inhibition: -6.9%; KOR beta-arrestin-1: 2.1%; GPR55 beta-arrestin: 11.4%; KOR beta-arrestin-2: -8.1%; NTR1 agonist cell count 20 µM: 52

How did CSc1nc(-c2ccccc2)c(-c2ccccc2)[nH]1 do in these assays?
NTR1 agonist: 2.3; TNAP activation fold: 1; NOD2 inhibition: 16.2%; Yfh1-off respiration: inactive; KOR beta-arrestin-1: 3.9%; GPR55 beta-arrestin: 0.2%; ER stress rescue: -2.2%; KOR beta-arrestin-2: -54.2%; NTR1 agonist cell count 20 µM: 78

How did CN1CCN(C2CC(=O)N(c3ccc4c(c3)OCCO4)C2=O)CC1 (configuration not stated) do in these assays?
NTR1 agonist: 0.8; TNAP activation fold: 1.1; NOD2 inhibition: 11.7%; NOD1 inhibition: -11.2%; Yfh1-off respiration: inactive; KOR beta-arrestin-1: -0.5%; GPR55 beta-arrestin: -0.1%; ER stress rescue: 1.0%; KOR beta-arrestin-2: -16.6%; NTR1 agonist cell count 20 µM: 12
